# N370S GC mod: inhibits or activates N370S mutant glucocerebrosidase; P04062; N370S GC spleen homogenate, 4MU-glucoside fluorescence; Potency, µM (series often up to 59.4 µM), for the others: at the highest dose activity change, negative = inhibition, usual class: inhibitors; 330,000 compounds, 0.092% hits;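 note: 0% = full enzyme activity and -100% = no enzyme basal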
# TDP1 inh: inhibitors of human tyrosyl-DNA phosphodiesterase TDP1. recombinant TDP1, AlphaScreen DNA substrate cleavage. Potency, µM (series often up to 130 µM), for the others: at the top dose activity change, negative = inhibition, actives largely listed as inhibitors. 350,000 compounds, 0.28% hits. AID 485290; note: nearly all actives have a fitted effect of over 40% in size
# Target sequence (Q9NUW8 whole entry, looked up): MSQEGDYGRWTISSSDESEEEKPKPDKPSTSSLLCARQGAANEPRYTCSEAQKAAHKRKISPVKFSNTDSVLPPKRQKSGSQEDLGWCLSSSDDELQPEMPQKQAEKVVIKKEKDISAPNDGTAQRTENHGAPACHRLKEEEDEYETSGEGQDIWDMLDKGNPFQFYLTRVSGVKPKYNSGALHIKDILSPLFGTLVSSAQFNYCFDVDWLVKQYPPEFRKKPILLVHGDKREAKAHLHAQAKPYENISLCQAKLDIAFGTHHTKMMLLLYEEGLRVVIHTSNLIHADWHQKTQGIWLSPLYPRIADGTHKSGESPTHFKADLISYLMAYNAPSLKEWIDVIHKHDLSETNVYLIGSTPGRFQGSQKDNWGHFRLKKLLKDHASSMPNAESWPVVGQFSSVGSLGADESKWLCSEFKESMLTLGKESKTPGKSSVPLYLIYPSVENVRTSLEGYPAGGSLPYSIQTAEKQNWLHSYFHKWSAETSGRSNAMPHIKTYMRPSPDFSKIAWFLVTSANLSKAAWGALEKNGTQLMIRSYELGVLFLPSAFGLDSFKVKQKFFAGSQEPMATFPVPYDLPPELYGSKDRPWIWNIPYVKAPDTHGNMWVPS
#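 AlphaScreen read-out: signal falls as enzyme removes the 3' tyrosine-FITC from a 5'-biotinylated DNA oligo (15 nM, 5 min, RT). Enzyme was E. coli-made recombinant Tdp1 at 1 nM, exposed to compound for 15 min beforehand; beads 10 ug/ml, 10 min.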
# TDP1 cell noCPT: qHTS for Inhibitors of human tyrosyl-DNA phosphodiesterase 1 (TDP1): qHTS in cells in absence of CPT; DT40 Tdp1-/- hTDP1 cells, no CPT, ATP luminescence, 48 h; Potency, µM (highest dose often 46.2 µM), for the others: at the top dose activity change, negative = growth inhibition, usual class: inhibitors; 420,000 compounds, 15% hits; AID 686978, 2013; note: nearly all actives have a fitted effect of over 55% in size
#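 Cells were dispensed at 400 per well, compounds added by pin tool, plates incubated ≥48 hr at 37 °C, then CellTiter-Glo added for 30 min at room temperature before luminescence reading. Line: DT40 Tdp1-/- complemented with hTDP1; camptothecin omitted.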
# The depositor's hits bear a star; ? = inconclusive; nt = no result given; [ ] = dose if it differs, or a comment. Calls come from the whole dose curve; as a rule, active = well fitted curve in the direction sought with a large enough effect; inconclusive = small, poorly fitted or top-dose-only effect, or another doubt; inactive = no such curve, though single readings can be large; an effect the other way counts as inactive or inconclusive. Unless noted, % is set by controls: 0 for no effect and ±100 for the full control effect; potency is the fitted concentration of half-maximal effect.
SMILES	N370S GC mod	TDP1 cell noCPT	TDP1 inh
COc1ccccc1CC(=O)N1CCN(c2cccc(C(F)(F)F)c2)CC1	2%	13µM*	4%
O=c1c2[nH]cnc2n(-c2cccc(Br)c2)c(=O)n1Cc1ccccc1	1%	-4%	nt
Cn1c(=O)c2c(ncn2CC(=O)OCC(=O)NC2CCCc3ccccc32)n(C)c1=O (stereo not drawn)	-17%	-10%	2%
COC(=O)N[C@@H](/C=C/c1ccccc1)/C(C(=O)OC)=C(\C)NCc1ccccc1	-2%	nt	2%
COC(=O)c1cccc(NC(=O)c2cccc(N3C(=O)CCC3=O)c2)c1	nt	-4%	1%
CCN(CC)C(=O)[C@H]1CC(CC(=O)NCc2cccc(C(F)(F)F)c2)C(=O)N2CCc3c([nH]c4ccccc34)[C@]12C (stereo partly drawn)	nt	21µM*	2%
CC1(C)CC(=O)C(N=Nc2cccc(F)c2C#N)=C(O)C1	-9%	-10%	9%
CC1=NCCN1S(=O)(=O)c1ccccc1[N+](=O)[O-]	0%	8%	0%
Cc1ccc(C#N)c(=O)n1CC(=O)Nc1ccccc1C(F)(F)F	nt	-9%	-2%
Cc1cccc2c1-c1sc(C(=O)Nc3nccs3)cc1CO2	13%	?	-2%
Cc1cc(C)c(C(=O)CSc2nnc(-c3ccccc3Br)o2)cc1C	4%	-20%	4%
CC(c1ccco1)N(C(=O)C12CC3CC(CC(C3)C1)C2)c1ccccn1 (stereo not drawn)	1%[2.35 µM]	?	0%
CCOc1ccc(Cn2nnc(C(=O)Nc3cccc(SC)c3)c2N)cc1	nt	?	2%
Cc1cc(C)cc(N2CCn3c2nc2c3c(=O)n(Cc3ccc(Cl)cc3)c(=O)n2C)c1	nt	-6%	3%
COc1ccc(CCNC(=O)COc2ccc(S(=O)(=O)NC(C)C)cc2)cc1OC	-7%	?	0%
CC(=O)c1cccc(NC(=S)NCc2ccco2)c1	-25%	-29%	1%
CN(C)CCN1C(=O)C(=O)/C(=C(/O)c2ccc(F)cc2)C1c1ccccc1F (stereo not drawn)	-14%	-1%	4%
COc1ccccc1-c1sc2cc3c(cc2c1-c1ccc(O)cc1)OCO3	nt	?	3%
CCC(C(=O)N1CCN(c2cccc(C)c2C)CC1)n1nc(C)c2sc3ccccc3c2c1=O (stereo not drawn)	nt	-4%	3%
COC(=O)c1c(NC(=O)COC(=O)[C@@H](NS(=O)(=O)c2ccccc2)C(C)C)sc2c1CCC2	?	?	0%
Cc1cc(C(=O)COc2ccc(F)cc2Br)c(C)n1C1CC1	5%	10µM*	-1%
COc1cc(CC(=O)O)c([N+](=O)[O-])cc1OC	0%	8%	nt
CC(=O)N(Cc1ccccc1)c1ccc(C(=O)O)cc1	5%	4%	-1%
CCOC(=O)c1ccccc1NC(=O)CCc1nc(-c2ccc(C)cc2)no1	nt	-26%	-5%
CCN(CC)CCn1c2c(c(SCC(=O)Nc3cc(OC)cc(OC)c3)nc1=O)CCC2	-2%	-30%	1%
COC(=O)CCCC1=CC2=CC(=O)C(C)(OC(=O)c3cccs3)C(=O)C2=CN1C(CO)CO (stereo not drawn)	2%[12.8 µM]	nt	6%[12.3 µM]
CCOC(=O)c1c(-c2cccc(N)c2)cn2ccccc12	3%	2%	3%
N=C1SCC(=O)N1c1ccccc1Cl	-12%	-11%	nt
CCOc1ncccc1C(=O)NCc1cccc(OC)c1	7%	-25%	2%
Cc1ccc(NC(=O)c2snc3ccc(Cl)cc23)cc1C	1%	?	1%
Cc1cc(C)nc(Nc2ccc(O)cc2)n1	-6%	21%	nt
CCOc1ccc(S(=O)(=O)N2CCN(C(=O)Cc3ccc(S(=O)(=O)N4CCOCC4)s3)CC2)cc1	-17%	23µM*	2%
COC(=O)c1ccc(C2/C(=C(\O)c3ccc(OC)c(C)c3)C(=O)C(=O)N2c2cc(C)on2)cc1 (stereo not drawn)	-3%	3%	3%
Cc1ccc(NC(=O)C(=O)N2CCCC2)cc1Cl	2%	8%	-5%
Cc1ccc(-c2nc(C(=O)NCC3CCCO3)cc3c2[nH]c2ccccc23)cc1 (stereo not drawn)	?	1.8µM*	nt
Cc1ccc(/C(N)=N/OC(=O)Cc2cccc3ccccc23)cc1	0%	?	-5%
CC1CCC(=NNC(=O)Cc2cccn2C)CC1 (stereo not drawn)	-2%	1%	2%
CC(=O)N1c2c(cc(Br)cc2S(=O)(=O)Nc2ccccc2C)CC1C (stereo not drawn)	nt	?	3%
Cc1cc(C)c(NC(=O)COC(=O)/C=C/c2cccs2)c(C)c1	-1%	1%	2%
NS(=O)(=O)c1cccc(NC(=O)CSc2nnc(C3CC3)n2-c2ccccc2)c1	nt	?	1%

# Gathered by group, those above with two or more sulfur atoms
SMILES	N370S GC mod	TDP1 cell noCPT	TDP1 inh
Cc1cccc2c1-c1sc(C(=O)Nc3nccs3)cc1CO2	13%	?	-2%
COC(=O)c1c(NC(=O)COC(=O)[C@@H](NS(=O)(=O)c2ccccc2)C(C)C)sc2c1CCC2	?	?	0%
CCOc1ccc(S(=O)(=O)N2CCN(C(=O)Cc3ccc(S(=O)(=O)N4CCOCC4)s3)CC2)cc1	-17%	23µM*	2%
NS(=O)(=O)c1cccc(NC(=O)CSc2nnc(C3CC3)n2-c2ccccc2)c1	nt	?	1%

# (more compounds)
SMILES	N370S GC mod	TDP1 cell noCPT	TDP1 inh
CCc1cc(C(=O)OC)c(NC(=O)CN2CCN(C(=O)c3ccco3)CC2)s1	0%	?	1%
Cn1cc(S(=O)(=O)N2CCc3ccccc32)cc1C(=O)Nc1ccc(C(F)(F)F)cc1	nt	?	1%
CN(CC(=O)Nc1ccc(F)cc1)C(=O)C1CCN(C(=O)Nc2ccccc2)CC1	nt	-6%	0%
COC(=O)c1cc(=O)n(Cc2ccc(F)cc2)c(=Nc2ccccc2)s1	18%	?	5%
CCOC(=O)c1sc(NC(=O)C(C)Sc2nnc(N)s2)nc1C (stereo not drawn)	10%	2%	1%
COc1ccc(C(=O)/C=C/c2ccc(N3CCCCC3)c([N+](=O)[O-])c2)c(OC)c1	7%	21µM*	11%
Cc1cc(N2CCCC2=O)c(N)cc1N	1%	-6%	2%
CCCC(C)NC(=O)CSc1nnc(-c2c[nH]c3ccccc23)o1 (stereo not drawn)	-3%	-20%	4%
CCOc1ccc2ccccc2c1C(=O)N1CCN(c2ccccc2)CC1	4%	16µM*	1%
Cc1ccc(S(=O)(=O)N(Cc2ccccc2)Cc2ccco2)cc1	15%	?	3%
O=C(NCCN1CCN(c2ccccc2)CC1)C1CCN(S(=O)(=O)c2cccc3nonc23)CC1	1%	?	2%
COC(=O)N1C(=O)[C@](c2ccc(OC)cc2)(C(C)C)N1C(=O)OC	-12%	16µM*	nt
COc1cc(NC(=O)CSc2nc3c(c(=O)n(C)c(=O)n3C)n2C)cc(OC)c1	-3%	0%	nt
Cc1c(OCc2ccccc2)cccc1OCc1ccccc1	-3%[12.8 µM]	-5%	-7%[21 µM]
O=c1c(-c2ccc(F)c(F)c2)nc2cncnc2n1Cc1ccccc1Cl	9%	?	nt
CCNC(=O)C1CC(=O)N(Cc2ccc3c(c2)OCO3)C(=Nc2ccc(OCC)cc2)S1 (stereo not drawn)	-2%	-2%	5%
O=C(Nc1ccc(Cl)cc1C(F)(F)F)C(Sc1nnc(-c2cccs2)o1)c1ccccc1 (stereo not drawn)	6%	21µM*	5%
CCCN(CC(=O)Nc1ccc(Cl)cc1Cl)C(=O)/C=C/c1cccc([N+](=O)[O-])c1	5%	29µM*	3%
Cc1cc(NCCCN2CCOCC2)n2c(nc3ccccc32)c1C#N	?	-22%	4%
NC(=O)c1cc([N+](=O)[O-])ccc1NCc1cccnc1	-15%	?	0%
COCCCNC(=O)C1CCN(c2nc(C)cc(C)n2)CC1	23%	2%	5%
O=C(CN1CCN(C(=O)c2cccs2)CC1)Nc1ccc(Br)cc1	6%	-29%	3%
O=C(Cn1c(=O)n(-c2cccc(Cl)c2)c(=O)c2sc3ccccc3c21)N1CCCC1	nt	15µM*	1%
N#CC1(NC(=O)COC(=O)c2ccccc2[N+](=O)[O-])CCCCC1	-11%	-4%	0%
CC(C)OCCCNC(=O)c1cn(C)c2ccc(S(=O)(=O)N3CCCC3)cc2c1=O	-6%	12%	3%
N#Cc1c(N2C(=O)Nc3ccccc3N2O)sc2c1CCCC2	9%	3%	6%
CC1(c2ccccc2)NC(=O)N(CC(=O)NC(=O)NC2CCCC2)C1=O (stereo not drawn)	-5%	0%	-2%
CC(=O)Nc1nc(C)c(-c2nc3ccc([N+](=O)[O-])cc3[nH]2)s1	-19%	-29%	nt
O=C(COc1ccc(Cl)cc1)Nc1ccc2oc(=O)ccc2c1	3%	-12%	5%
CC(C)C(=O)Nc1cccc(NC(=S)NC(=O)c2cccs2)c1	-10%	-24%	3%
CCC(Cc1ccccc1)NC(=O)CN1C(=O)CSc2ncccc21 (stereo not drawn)	5%	?	2%
COc1ccc(-c2cc3nc(C)c(CCC(=O)N4CCN(c5ccccn5)CC4)c(C)n3n2)c(OC)c1	-3%	16µM*	3%
Cc1n(CC(O)COC2CCCCC2)c2ccccc2[n+]1C (stereo not drawn)	4%	13µM*	3%[56.1 µM]
O=C(COC(=O)CCCN=C1NS(=O)(=O)c2ccccc21)NNC(=O)c1ccccc1	7%	-6%	nt
CCC(Sc1nc2ccncc2[nH]1)C(=O)Nc1ccc(C)c(Cl)c1 (stereo not drawn)	-25%	?	nt
CN1CCN(S(=O)(=O)c2ccc(-c3ccc(S(=O)(=O)N4CCN(C)CC4)cc3)cc2)CC1	8%	nt	-6%
Cn1c(=O)cc(OCC(=O)NC2CCCCC2)c2ccccc21	11%	8%	4%
Cc1c(N=Nc2ccc(O)cc2)c(=O)n(-c2ccccc2)n1C	6%	3%	0%
O=C(c1cccc(Cl)c1)N1CCC(N2CCC(C(=O)N3CCCC3)CC2)CC1	-8%	14%	3%
CC(C)Cn1c(N)c(C(=O)COC(=O)CCc2nc3ccccc3s2)c(=O)n(C)c1=O	1%	15µM*	1%
O=C(COC(=O)/C=C/c1ccc(C(F)(F)F)cc1)NC1CC1	4%	?	-3%
COc1ccccc1N(C)S(=O)(=O)c1ccc(C(=O)NC(C)(C)C)cc1	5%	-6%	-2%
CC(C)(C)OC(=O)N1CCC(c2c(C(=O)N3CCN(C(=O)c4ccco4)CC3)cnn2-c2ccccc2)CC1	nt	-8%	-1%
CC(C)(C)NC(=O)C(c1ccncc1)N(C(=O)C1CSC(=O)C1)c1ccccc1 (stereo not drawn)	12%	4%	2%
CC(C)(C)NC(=O)c1oc2ccccc2c1COc1ccccc1	3%	13µM*	-3%
Cc1cc(C)c(C#N)c(Sc2nnnn2-c2ccccc2)n1	-5%	-25%	7%
COc1ccc(NCC(=O)N/N=C/C2CCCCC2)cc1	-7%	15%	5%
CSc1nc(NCc2ccco2)c2ccccc2n1	1%	?	5%
CCN(CC)S(=O)(=O)c1cc(OC)c(C)cc1C	1%	-2%	-9%
CCSc1ncc(Cl)c(C(=O)N(Cc2ccc(N(C)C)cc2)Cc2ccco2)n1	nt	21µM*	12%
COc1cc(C(=O)NCCc2ccc(S(N)(=O)=O)cc2)cc(OC)c1OC	-6%	6%	1%
Cc1cc(O)ccc1NC(=O)c1ccccc1	-2%	1%	-1%
CC(C)CO/N=C1/[C@H]2O[C@@H]2[C@@H](O)[C@H]2[C@H]1CCn1c(=O)n(Cc3cc4c(cc3Cl)OCO4)c(=O)n12	5%[12.8 µM]	nt	7%[21 µM]
Cc1nnc(N(Cc2ccco2)C(=O)c2cccc(C#N)c2)s1	10%	?	0%
O=C(CSc1nnc(C2CC2)n1C1CC1)c1ccccc1F	nt	?	2%
CCOc1ccccc1NC(=O)c1sc2nc(C)cc(C)c2c1N	nt	?	-1%
CCc1ccc(NC(=O)c2ccc(F)c(S(=O)(=O)N(C)C3CCCCC3)c2)cc1	nt	21µM*	5%
COc1ccc(/C=N/Nc2ncnc(Cl)c2N)cc1OC	0%	?	8%
Cc1cc2occ(CC(=O)N(C)CC(=O)Nc3ccc(F)cc3)c2cc1C	-17%	?	-3%

# A second format for two compounds above:
> O=C(COC(=O)/C=C/c1ccc(C(F)(F)F)cc1)NC1CC1
  N370S GC mod: 4%	TDP1 cell noCPT: ?	TDP1 inh: -3%

> CSc1nc(NCc2ccco2)c2ccccc2n1
  N370S GC mod: 1%	TDP1 cell noCPT: ?	TDP1 inh: 5%

# This is a subset; rates above refer to the full screens.
